# Her2 expr inh: Her2 kinase expression inhibition | SKBR-3 HER2 protein level, AlphaScreen, 18-24 h; hits give low values | HER2 level % of control, % at 10 µM | hit rate 0.69% among 65,000 | AID 645 | P04626;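 active = HER2 level under 5% of the carrier-only control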;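 also: 100% = DMSO carrier and 0% = 500 nM PU-H71 HSP90 inhibitor; lower value means stronger loss of Her2 protein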
# Target sequence (P04626 whole entry, looked up): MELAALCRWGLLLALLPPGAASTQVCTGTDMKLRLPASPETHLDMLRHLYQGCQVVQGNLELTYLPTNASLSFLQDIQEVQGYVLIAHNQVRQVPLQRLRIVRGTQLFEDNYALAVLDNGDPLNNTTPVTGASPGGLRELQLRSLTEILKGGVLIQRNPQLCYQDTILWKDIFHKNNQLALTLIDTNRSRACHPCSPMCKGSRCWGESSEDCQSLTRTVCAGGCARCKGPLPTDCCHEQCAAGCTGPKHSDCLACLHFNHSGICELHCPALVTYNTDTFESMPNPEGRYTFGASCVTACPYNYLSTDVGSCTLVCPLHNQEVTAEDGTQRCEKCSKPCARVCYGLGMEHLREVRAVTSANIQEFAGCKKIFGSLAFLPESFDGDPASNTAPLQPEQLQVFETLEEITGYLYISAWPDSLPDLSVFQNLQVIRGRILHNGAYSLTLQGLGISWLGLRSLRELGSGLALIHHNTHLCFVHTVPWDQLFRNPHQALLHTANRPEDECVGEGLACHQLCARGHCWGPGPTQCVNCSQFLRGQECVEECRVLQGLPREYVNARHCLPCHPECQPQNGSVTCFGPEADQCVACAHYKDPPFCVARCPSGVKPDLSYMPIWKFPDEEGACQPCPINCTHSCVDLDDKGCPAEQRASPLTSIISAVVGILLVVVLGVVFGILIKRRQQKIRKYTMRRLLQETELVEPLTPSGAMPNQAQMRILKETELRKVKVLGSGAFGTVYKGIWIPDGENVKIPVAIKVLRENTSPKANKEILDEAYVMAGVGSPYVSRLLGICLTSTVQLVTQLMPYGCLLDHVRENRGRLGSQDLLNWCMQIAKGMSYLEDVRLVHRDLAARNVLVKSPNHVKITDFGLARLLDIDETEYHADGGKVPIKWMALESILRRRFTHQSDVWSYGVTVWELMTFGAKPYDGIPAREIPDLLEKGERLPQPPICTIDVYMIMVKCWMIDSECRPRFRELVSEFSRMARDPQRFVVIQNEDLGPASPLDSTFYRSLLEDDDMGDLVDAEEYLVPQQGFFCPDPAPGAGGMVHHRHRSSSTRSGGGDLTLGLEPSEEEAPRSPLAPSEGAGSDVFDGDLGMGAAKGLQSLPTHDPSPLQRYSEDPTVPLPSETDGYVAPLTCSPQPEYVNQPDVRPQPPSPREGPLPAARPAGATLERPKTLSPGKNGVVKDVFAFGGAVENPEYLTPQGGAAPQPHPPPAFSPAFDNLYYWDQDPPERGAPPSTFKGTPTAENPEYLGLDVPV
# MMP-13 inhibitor: blocks human MMP13 activity. hit rate 0.07% among 65,000. AID 570. MMP-13 fTHP FRET cleavage, Mca fluorescence. P45452. inhibition, % at 4 µM;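 active = inhibition above the mean of compound-free control plate wells plus 3 SD, cut at about 14% in these data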;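 also: 0% = DMSO wells and 100% = wells with reference MMP-13 inhibitor after basal subtraction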
# 5HT1E ag: activates the human 5-HT1E serotonin receptor; P28566; CHO 5-HT1E Ga15 NFAT-bla reporter, FRET; 0% DMSO wells, 100% control agonist wells; activation, % at 6 µM; hit rate 0.69% among 65,000; AID 574;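 active = activation above a set limit, the screen-wide mean activation plus 3 SD, cut at about 8.5% in these data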;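 also: 100% = positive control agonist at 1 µM giving full maximal response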
# S1P3 agonist: agonists of human S1P3 receptor. Q99500. S1P3 NFAT-BLA reporter cells, agonism, FRET ratio; relative to 1 µM S1P, basal subtracted. activation, % at 4.5 µM. hit rate 0.1% among 60,000;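 active = activation above the screen-wide mean plus 3 SD, cut at about 4.5% in these data, passing the limit was not always enough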; also: some compounds called inactive have numbers as strong as hits
#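 Measure – % activation relative to 1 µM S1P (100%), per plate · System – stable CHO line with human S1P3, Gα16, NFAT-BLA reporter · Timing – cells plated overnight, compound 4 h 37 °C, substrate 2 h RT · Technique – fluorescent BLA substrate, ex 405 nm, em 460/535 nm ratio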
# S1P1 ag-PAM: activates or potentiates agonism at human S1P1 receptor. P21453. S1P1 CRE-bla cells, forskolin, beta-lactamase FRET, potentiator mode; S1P1 agonist co-added at EC20, 2 nM; 100% = saturating reference agonist, 0% = basal. activation, % at 9.5 µM. hit rate 0.57% among 56,000. AID 449;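 active = activation above a cutoff set at the mean activation of all tested compounds plus 3 SD, cut at about 54% in these data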;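 also: forskolin at 4 µM as EC80 and the EC20 agonist is SEW2871; 100% = SEW2871 at its EC100 plus forskolin at EC80; some compounds past the cut are filed as inactive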
# 5-HT1A blocker: antagonists of human 5-HT1a serotonin receptor; P08908; CHO 5-HT1a Ga15 NFAT-bla reporter, antagonist mode; inhibition, % at 10 µM; hit rate 0.68% among 62,000;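 active = inhibition above the mean of all tested compounds plus 3 SD, cut at about 43% in these data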;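 also: receptor stimulated by 5-CT agonist at 100 nM near EC80; beta-lactamase reporter measured by ratiometric fluorescence of a cleavable substrate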
# 5HT1E antag: blocks the human 5-HT1E serotonin receptor | AID 571 | CHO 5-HT1E Ga15 NFAT-bla reporter, FRET, antagonist | P28566 | hit rate 0.99% among 65,000 | inhibition, % at 6 µM;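 active = inhibition above a set limit, the mean inhibition across every tested compound plus 3 SD, cut at about 29% in these data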;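 also: signal is the 460 over 535 nm emission ratio of beta-lactamase substrate; 0% = agonist plus DMSO wells and 100% = wells without agonist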
# Abs 340nm: compounds absorbing at 340 nm; 65,000 tested, under 10 active; fold change at 10 µM; compound absorbance at 340 nm, fold over control; AID 708;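 active = at 10 µM dose, initial 340 nm absorbance at least 2 fold that of control wells; inactive = change under 2 fold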;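 also: initial absorbance extrapolated from kinetic A340 decline of NADH oxidation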
# Fluor 339 460: intrinsic fluorescence of library compounds, ex339/em460 – biochemical, MLSMR library, data from DPM-DC assay, artefact control, profiling panel | compound autofluorescence, ex339/em460 nm, NADH buffer; hits give high values; 1 = no-compound wells, NADH background | fluorescence fold increase at 10 µM | hit rate 5.5% among 65,000 | AID 709;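 active = at 10 µM, mean starting fluorescence two-fold or more over control wells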;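 also: signal is the first read of a kinetic run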
# Numbers without * were called inactive; nt = not tested or not shown; [ ] = remark or other dose.
SMILES,Her2 expr inh,MMP-13 inhibitor,5HT1E ag,S1P3 agonist,S1P1 ag-PAM,5-HT1A blocker,5HT1E antag,Abs 340nm,Fluor 339 460
Cc1ccc(NC(=O)N2CCC(C(=O)NCc3ccccc3)CC2)cc1,83,-1,-0.7,-0.8,0,-13,-6,1,1.1
CCOC(=O)C1CCN(c2c(NCc3ccc(C(=O)NC(C)CC)cc3)c(=O)c2=O)CC1 (configuration not stated),75,-1,0.7,-0.3,-1,-11,1,0.99,1.1
Cc1ccc(N2CC(C(=O)Nc3ccc(S(=O)(=O)N4CCOCC4)cc3)CC2=O)cc1 (configuration not stated),109,9,-1.5,-1.5,-11,-8,8,1,1.1
Cc1cc(S(=O)(=O)N(Cc2ccccn2)Cc2ccco2)ccc1-n1cnnn1,41,8,-1.3,nt,nt,2,5,0.99,1.1
CC(C)(C)n1nc2c(c1NC(=O)COc1ccc(Cl)cc1)CSC2,106,-1,-0.2,nt,nt,6,7,0.99,1.1
Cc1ccc(C2CC(=O)NC(SCC(=O)OCc3ccccc3)=C2C#N)o1 (configuration not stated),46,3,0.0,nt,nt,8,-7,1,1.1
CCCCn1c(-c2ccsc2)nc2c1c(=O)[nH]c(=O)n2CCC,103,-9,0.8,0.7,-7,0,17,0.99,1.2
COC(=O)CCCCCC(CCC(=O)OC)NC(C)=O (configuration not stated),104,-3,-0.5,-1.6,14,1,-1,1.1,1.1
O=C(NCCC1=CCCCC1)c1cnc2n(c1=O)CCS2,108,-3,0.5,0.0,12,-5,1,1.1,1.1
Cc1ccc(C(=O)Nc2ccc3c(c2)CCC3)o1,87,0,-0.7,-0.5,-7,17,0,1,1.1
Cc1ccc(C)c2nc(N3CCCC3)c(C#N)cc12,101,-28,-0.5,nt,nt,-9,10,0.99,1.9
COc1ccc(OC)c(S(=O)(=O)NCCO)c1,78,1,-0.1,-1.1,4,0,20,0.99,1
O=S(=O)(NCC1CCCO1)c1cc(Br)c(Br)s1 (configuration not stated),85,3,-0.2,-0.3,-22,-1,-4,1,1.1
COc1ccc(N(CN2C(=O)c3ccccc3C2=O)C(=O)C(C)C)cc1,114,-9,-0.7,-0.4,9,21,7,1,1.1
CCOc1ccccc1NC(=O)CCn1c(=O)oc2ccccc21,84,0,0.8,0.4,-9,0,-1,0.97,1.1
CC12C(=O)N(c3cccc4cccnc34)C(=O)C1C1C=CC2C1 (configuration not stated),106,7,0.4,-1.2,-30,9,-8,1,1.1
CC1(C)Cc2cccc(OCC(O)CNCc3ccccn3)c2O1 (configuration not stated),118,3,0.0,-1.5,14,21,10,1,1.1
O=C(O)C1C2C=CC(C2)C1C(=O)Nc1ccc(C(=O)N2CCCCC2)c(Cl)c1 (configuration not stated),91,2,-1.8,-1.9,-8,2,-2,1,1.1
CCCC(=O)c1c(NC(C)C)cc(C)oc1=O,95,-8,-0.6,0.1,-51,7,21,1,1.1
Cc1ccc(C(=O)N2CCN(c3ccccc3)CC2)cc1C,109,3,-0.6,-1.4,8,0,-12,1,1.1
O=C(O)CCn1c(SCc2ccccc2)nc2ccccc21,130,-4,0.5,0.1,-4,-3,-5,0.97,1
O=C(CC(C(=O)O)N1CCOCC1)Nc1ccc(Cl)cc1 (configuration not stated),104,-8,5.3,6.8,-21,6,-6,1,1.1
COc1ccc(OC)c(N=C2C(=O)Nc3ccccc32)c1,81,6,-0.6,-1.0,-22,1,3,1,1.1
CCOc1cccc(N2C(=O)CC(N(CCc3ccc(OC)c(OC)c3)C(=O)CC)C2=O)c1 (configuration not stated),86,-2,-1.1,-4.3,-4,nt,6,1,1.1
O=C(O)c1cc(Cl)c(Cl)cc1C(=O)N1CCCC1,65,3,-0.4,-0.8,1,-7,1,1.1,1.1
Cc1noc(C)c1COC(=O)CCOc1ccccc1,97,-9,-0.2,-0.8,-41,6,3,0.97,1.1
O=S(=O)(c1ccc2c(c1)OCCCO2)N1CCNCC1,98,1,-0.9,0.7,16,-11,16,1,1.1
COc1ccc(-c2nnc3sc(CN4C(=O)c5ccccc5C4=O)nn23)cc1,81,3,2.2,-0.5,-20,-9,0,1,1
CN1C(=O)CSc2ccc(NC(=O)Nc3ccccn3)cc21,48,6,0.0,0.4,12,16,-4,1,1
c1ccc2c3c([nH]c2c1)-c1[nH]ncc1CC3,74,1,0.2,-1.1,16,-13,3,1,1.8
O=C1CC(c2cccs2)c2cc3c(cc2N1)OCO3 (configuration not stated),88,-8,-0.6,-0.1,-35,5,0,0.99,1.1
O=C(NCCCN1CCOCC1)c1cc2cc(Cl)cc(Cl)c2oc1=O,98,5,-0.3,-0.1,nt,-3,-14,1.1,1.2
O=C(Nc1ccccc1F)C1C2C=CC3(O2)C1C(=O)N(c1cccnc1)C3C(=O)NC1CCCCC1 (configuration not stated),81,2,0.2,-0.5,5,10,-6,0.99,1.1
NCCc1nnc(SCc2ccccc2)o1,79,4,0.3,-1.3,1,4,-4,1,1.1
O=C(Nc1nc(-c2ccco2)cs1)c1ccccc1,42,0,1.1,1.0,18,-2,5,1,1.2
CCN(c1ccccc1)c1nc2ccsc2c(=O)s1,125,-2,0.8,nt,nt,15,9,1.1,1.2
O=C(COC(=O)C12CC3CC(CC(C3)C1)C2)N1CCN(S(=O)(=O)c2ccccc2)CC1,97,-2,-0.2,0.0,-8,-8,-2,0.99,1
COc1cccc(OCC(O)CN(CCO)Cc2ccccc2)c1 (configuration not stated),189,-3,-0.4,-0.5,5,9,2,0.98,1.1
CC(C)(C)OC(=O)NCCc1nnc(SCC(=O)Nc2cccc(Cl)c2)o1,130,2,-0.3,-0.2,2,14,3,1,1.1
CCOC(=O)c1c(N)sc2c1CCC1C(=O)N(C3CCCCC3)C(=O)C21 (configuration not stated),96,-7,0.8,-1.8,46,nt,14,1,1.3
COc1ccc(S(=O)(=O)n2cnc3cc(C)c(C)cc32)cc1C,78,-4,0.3,-1.6,20,-2,12,1.1,1.1
CCCCCn1c(=NC(C)=O)c(C#N)cc2c(=O)n3ccccc3nc21,118,-298[fluorescence artefact?],4.3,1.3,-28,-16,3,1.1,3.6*
CC(=O)c1c(N2CCN(c3cccc(Cl)c3)CC2)nc(=S)n(-c2ccccc2)c1C,101,2,2.5,-1.0,20,17,4,1.1,1.1
COc1ccc(N2CCN(C(=O)CN=C3NS(=O)(=O)C(c4ccc(C)cc4)=C3C)CC2)cc1,95,-7,0.8,-0.3,-2,-17,-1,0.99,1
CCNC(=O)COc1ccc(Br)cc1Cl,84,2,-0.1,-1.0,-15,-6,12,0.99,1

# Record cards, as listed above. Order of values: Her2 expr inh | MMP-13 inhibitor | 5HT1E ag | S1P3 agonist | S1P1 ag-PAM | 5-HT1A blocker | 5HT1E antag | Abs 340nm | Fluor 339 460
# COc1ccc(S(=O)(=O)n2cnc3cc(C)c(C)cc32)cc1C in the list: 78 | -4 | 0.3 | -1.6 | 20 | -2 | 12 | 1.1 | 1.1
# O=C1CC(c2cccs2)c2cc3c(cc2N1)OCO3 (configuration not stated) in the list: 88 | -8 | -0.6 | -0.1 | -35 | 5 | 0 | 0.99 | 1.1
# O=C(Nc1nc(-c2ccco2)cs1)c1ccccc1 in the list: 42 | 0 | 1.1 | 1.0 | 18 | -2 | 5 | 1 | 1.2
# CC(C)(C)OC(=O)NCCc1nnc(SCC(=O)Nc2cccc(Cl)c2)o1 in the list: 130 | 2 | -0.3 | -0.2 | 2 | 14 | 3 | 1 | 1.1
# CCOC(=O)c1c(N)sc2c1CCC1C(=O)N(C3CCCCC3)C(=O)C21 (configuration not stated) in the list: 96 | -7 | 0.8 | -1.8 | 46 | nt | 14 | 1 | 1.3

# Further compounds
SMILES,Her2 expr inh,MMP-13 inhibitor,5HT1E ag,S1P3 agonist,S1P1 ag-PAM,5-HT1A blocker,5HT1E antag,Abs 340nm,Fluor 339 460
O=C(CSc1nnc(-c2cccs2)o1)NCC1CN(Cc2ccccc2)CCO1 (configuration not stated),106,-5,1.0,-0.2,10,-20,-18,0.98,1.1
O=C(CCN1CCCC1)Nc1cccc(Br)c1,117,0,0.4,-1.7,6,7,4,1,1.1
O=S(=O)(c1cccs1)N1CCN(c2ncccn2)CC1,50,2,0.1,-1.0,-7,-4,0,1.1,1.2
Cc1ccccc1-n1nc(-c2ccc(N)cc2)cc1N,101,0,-0.1,-0.3,-35,12,-13,1,1.1
CC(C)[C@H](N)c1nnc(SCc2ccc(Cl)cc2)o1,93,-4,-0.4,0.0,8,-4,-4,1,1.3
Fc1ccc(-c2cc3nc(-c4ccccc4)cc(N4CCOCC4)n3n2)cc1,41,-40,0.2,nt,nt,5,-3,1.1,2.1*
Fc1ccc(-n2[nH]nnc2=S)cc1N1CCCC1,62,-2,0.7,nt,nt,-1,-2,1,1.1
COc1cc2[nH]c(=O)n(CCCC(=O)N3CC=C(c4ccccc4)CC3)c(=O)c2cc1OC,240,-10,-0.8,nt,nt,-14,8,1.1,1.5
Nc1c(C(=O)NC2CCCC2)c2nc3ccccc3nc2n1/N=C/c1cccnc1,66,-4,0.4,2.1,-7,-22,-16,1.2,3.2*
O=C(CCn1c(=O)[nH]c2ccsc2c1=O)N1CCN(Cc2ccc3c(c2)OCO3)CC1,96,-5,1.0,nt,nt,-2,1,1,0.82
COC(=O)c1c(C)n(-c2ccccc2)c2ccc(O)cc12,46,-7,-0.1,0.0,18,13,8,0.97,1.1
CC12CC(NC(=O)N1c1cccc(C(=O)N3CCN(c4ccccc4F)CC3)c1)c1ccccc1O2 (configuration not stated),91,2,0.3,nt,nt,-11,-2,1.1,1.1
Cc1cc(C)nc(SCc2nnc(SCC#N)n2-c2cccc(Cl)c2)n1,120,3,-0.7,-0.6,5,7,4,0.94,1.1
Cc1cc2ncn(S(=O)(=O)N3CCCCC3)c2cc1C,93,2,-0.2,-0.6,-36,-7,-7,1,1.1
CC(=O)Nn1cnc2c(c1=O)C1(CCCC1)Cc1ccccc1-2,131,-5,-0.7,-2.6,4,nt,-6,1,1.1

# Entries shown so far with a COOH group:
SMILES,Her2 expr inh,MMP-13 inhibitor,5HT1E ag,S1P3 agonist,S1P1 ag-PAM,5-HT1A blocker,5HT1E antag,Abs 340nm,Fluor 339 460
O=C(O)C1C2C=CC(C2)C1C(=O)Nc1ccc(C(=O)N2CCCCC2)c(Cl)c1 (configuration not stated),91,2,-1.8,-1.9,-8,2,-2,1,1.1
O=C(O)CCn1c(SCc2ccccc2)nc2ccccc21,130,-4,0.5,0.1,-4,-3,-5,0.97,1
O=C(CC(C(=O)O)N1CCOCC1)Nc1ccc(Cl)cc1 (configuration not stated),104,-8,5.3,6.8,-21,6,-6,1,1.1
O=C(O)c1cc(Cl)c(Cl)cc1C(=O)N1CCCC1,65,3,-0.4,-0.8,1,-7,1,1.1,1.1

# (continued)
SMILES,Her2 expr inh,MMP-13 inhibitor,5HT1E ag,S1P3 agonist,S1P1 ag-PAM,5-HT1A blocker,5HT1E antag,Abs 340nm,Fluor 339 460
Cn1c(=O)c2c(nc(N3CCCC3)n2CC(O)CO)n(C)c1=O (configuration not stated),96,0,0.4,-0.7,-21,-10,-2,1,1.1
CCc1nc2sc3c(c2c(=O)n1N)CCC3,80,0,-0.3,-1.0,1,1,4,1,1.1
O=C(Nc1ccc(NC(=O)C2CC2)nc1)c1ccccn1,154,4,-0.4,nt,nt,-4,12,1.1,1.1
O=c1c2ccc(-c3nnc4n3-c3ccccc3SC4)cc2nc2n1CCCCC2,84,3,-0.3,-1.5,3,10,0,0.99,1

# Compound activity from PubChem.
